# Screens from PubChem BioAssay.
# C2C12 statin = protects C2C12 myotubes from simvastatin toxicity; ATP luminescence, 48 h; scaled: DMSO 0, geranylgeraniol control 100; rescue of ATP level, % at 7.49 µM; hit rate 0.78% among 330,000; AID 602340;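 active means mean ATP rescue above about 67%, or every replicate alone reaching that limit, limit read from the data, passing the limit was not always enough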;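 further: myotubes were challenged with 10 µM simvastatin during compound exposure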
# Cneo AK release = causes C. neoformans cell lysis. lysis activity, % at 15 µM. hit rate 0.2% among 360,000. AID 651654. adenylate kinase release luminescence, 4 h; normalised: neutral wells 0, clomiphene wells 100;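 active means mean lysis activity across replicates of at least 80%, whatever share of replicates individually reach that level; inactive means mean lysis activity below 80%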
#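 Material – Cryptococcus neoformans yeast cells · Quantity – 5 × 10^6 yeast cells/mL · Buffer or medium – YPD medium · Compound – single dose · Timing – 4 h static compound exposure, 37 °C, read 1 h post-reagent · Signal – adenylate kinase release luminescence · Read-out basis – lysis from increased AK signal · Benchmarks – Clomiphene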
# PglD inh = PglD (C. jejuni) enzyme inhibition; purified PglD enzyme, DTNB colorimetric CoA detection; inhibition, % at 12.5 µM; hit rate 0.098% among 360,000; in the data active means inhibition above about 16%, passing the limit was not always enough; further: strong numbers were not always called active
# PAX8 inh HTS = PAX8 transcriptional activity inhibition; RMG-I TPO-luciferase reporter, SteadyGlo, 24 h; inhibition, % at 12.6 µM; hit rate 1.2% among 360,000; AID 652154;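 active means mean replicate inhibition at least 60% with every replicate also reaching 60%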;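 further: luciferase light reporting Pax8 driven TPO promoter activity; plate controls were median of neutral control wells for no effect and mitoxantrone controls for full effect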
# INS-1E GSIS act = primary screen for activators of insulin secretion dependent on glucose, INS-1E cells, GLuc reporter luminescence | hit rate 0.61% among 370,000 | INS-1E GLuc reporter insulin secretion, 2-3 h | AID 743287 | activation, % at 16.6 µM;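 active means lowest replicate activation of at least 40%, so every replicate reaches that level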;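 further: 0% = median of neutral control wells and 100% = median of IBMX positive control wells; some compounds called inactive have numbers as strong as hits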
# LGR2 antag = Drosophila LGR2 receptor signaling inhibition; inhibition, % at 9.99 µM; hit rate 0.35% among 380,000; AID 720647; HEK293 LGR2, CRE-luciferase, bursicon-stimulated, 4 h;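 active means drop in luminescence signal, shown as inhibition above about 50% in the replicate tests, limit read from the data, passing the limit was not always enough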;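 further: agonist challenge used bursicon conditioned medium at about half maximal strength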
# PGC1a acetyl inh = PGC1a acetylation modulation, inhibitor mode; U2OS PGC1a acetylation, AlphaScreen anti-acetyl-lysine; with virally co-expressed GCN5 acetyltransferase; inhibition, % at 15.6 µM; hit rate 0.17% among 350,000;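 active means every replicate shows inhibition of at least 40%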;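 further: 0% = neutral control wells and 100% = positive control wells; some results beyond the cut were filed as inactive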
# ARNT-TACC3 inh = disrupts binding between human ARNT and TACC3; Q9Y6A5; AlphaScreen His-ARNT PAS-B/GST-TACC3 binding, luminescence; TACC3 fragment carries E629A point mutation; inhibition, % at 9.99 µM; hit rate 0.66% among 390,000;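 active means mean inhibition of replicates at least 50% and at least half of replicates each reaching 50%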;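 further: 0% = complete ARNT plus TACC3 wells and 100% = ARNT alone without TACC3; many hits fall short of the cut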
# * marks the source's active call; other numbers are inactive results; . = no result given; & = joins results of further samples.
# Order of values – C2C12 statin	Cneo AK release	PglD inh	PAX8 inh HTS	INS-1E GSIS act	LGR2 antag	PGC1a acetyl inh	ARNT-TACC3 inh
1	CCNC(=S)Nc1cccc(S(=O)(=O)Nc2ccccc2OC)c1
  -2	.	.	18	-9	15	0	-22
2	COc1ccc(CNC(=O)C2CCCN(S(=O)(=O)N3CCC(C)CC3)C2)c(OC)c1 (stereo unspecified)
  4	38	12	-16	10	-9	-2	-2
3	COc1ccc(C2CC(c3cccs3)=NN2C(=O)COC(=O)C2CCCCC2)cc1OC (stereo unspecified)
  .	1	-3	3	-26	-13	2	-2
4	C[C@@H]1CCCCO[C@@H](CN(C)Cc2ccccc2)[C@@H](C)CN([C@H](C)CO)C(=O)c2cc(NC(=O)Cc3ccccc3)ccc2O1
  .	53	-2	-23	-11	-18	-1	6
5	CCOc1ccc(/C=N/n2cnnc2)cc1
  -1	.	.	.	13	.	-2	-1
6	CNC[C@@H]1Oc2ncc(C#Cc3cccc(OC)c3)cc2C(=O)N([C@H](C)CO)C[C@@H]1C
  9	1	0	-5	13	-7	-2	11
7	O=C(C[C@@H]1CC[C@H](NC(=O)c2ccc(F)cc2)[C@@H](CO)O1)NCCc1ccncc1
  -2	54	2	-5	8	-2	-6	-4
8	C[C@@H]1CN([C@@H](C)CO)C(=O)CCCn2cc(nn2)CO[C@H]1CN(C)C(=O)Nc1ccc2c(c1)OCCO2
  4&14	-1	-2	-99&-129&-73	15&-1	-7&-26	-4&-7	-2
9	C[C@H]1CN([C@@H](C)CO)C(=O)c2cccc(NC(=O)Nc3cccc4ccccc34)c2O[C@@H]1CN(C)C(=O)NC1CCCCC1
  14	1	1	-4	2	-3	-18	-4
10	N#C[C@H]1[C@H](c2ccc(-c3cncnc3)cc2)[C@@H](CO)N1C(=O)CN1CCOCC1
  -17	3	3	-7	3	4	6	-1
11	Cc1ccccc1NS(=O)(=O)c1ccc(OCC(=O)N2CCCC2)cc1
  1	1	10	.	8	-9	9	-3
12	CCCCNC(=O)c1nc(C2CCN(S(=O)(=O)c3ccccc3C(F)(F)F)CC2)oc1-c1cccc(C(F)(F)F)c1
  1	0	1	-5	-10	0	-5	.
13	CCn1cc(CNC(=O)/C=C/c2ccc([N+](=O)[O-])cc2)cn1
  .	3	4	39	.	.	-1	-1
14	O=C(C[C@H]1CC[C@@H]2[C@H](COC[C@@H](O)CN2Cc2cc(F)ccc2F)O1)N[C@@H]1CCN(Cc2ccccc2)C1
  -13	1	2	-3	4	-2	-9	7
15	Cc1ccc(S(=O)(=O)Nc2ccc3c(c2)C(=O)N([C@H](C)CO)C[C@@H](C)[C@H](CN(C)S(=O)(=O)c2ccc(F)cc2)OCCCC[C@@H](C)O3)cc1
  .	6	-2	46	0	-13	-10	10
16	COc1ccc(-n2c(C)cc(C)c(C(C)=O)c2=S)cc1
  .	-2	-2	4	.	5	.	.
17	OC(COc1ccc(C2C=CCC2)cc1)CN1CCCCC1 (stereo unspecified)
  -5	-3	4	.	.	.	31	24
18	CC1CCc2c(c3ccccc3n2C(=O)CCl)C1 (stereo unspecified)
  19	-2	3	-28	-18	6	5	1
19	CCOc1ccc(C(=O)OCC(=O)N2CCCC2)cc1OCC
  1	0	-1	10	21	12	1	-4
20	NC(=O)COc1ccc(-n2cnnn2)cc1
  -3	.	.	-16	5	0	3	1
21	COc1cccc(Cn2c3ccc(NC(=O)Cc4ccccc4C)cc3c(=O)n2C)c1
  2	-1	-7	1	1	-10	-1	.
22	CC(=O)c1cccc(NC(=O)N2CCCC2C(=O)NCCC(C)C)c1 (stereo unspecified)
  -3	0	3	12	.	.	-8	17
23	CCOC(=O)c1ccc(N2CN(CC)CNC2=S)cc1
  .	4	-1	4	2	4	-1	3
24	COc1ccc(-c2nc(-c3ccc(Br)o3)no2)cc1OC
  -7	0	-2	-83	.	.	-2	-25
25	O=[N+]([O-])c1ccc(N2CCOCC2)cn1
  3	.	.	-8	-1	-17	17	2
26	O=C(CCN1C(=O)c2ccccc2S1(=O)=O)Nc1ccccc1
  .	1	-4	-21	-2	-12	-1	-1
27	COCCCNC(=O)c1ccc(CS(=O)(=O)c2ccc(OC)cc2)o1
  2	-1	3	-11	-4	-1	13	.
28	Cc1ccc(NS(=O)(=O)c2c(C)nc3sccn3c2=O)cc1
  4	1	3	1	.	.	-10	1
29	COCC#Cc1cnc2c(c1)C(=O)N([C@@H](C)CO)C[C@@H](C)[C@@H](CN(C)C(=O)Cc1ccncc1)O2
  -6	-1	1	.	16	-8	4	1
30	COc1cc(C2NC(=O)c3ccccc3O2)ccc1OC(C)C (stereo unspecified)
  5	2	2	-3	7	0	18	17
31	c1cc(CN2CCN(C3CCCCCC3)CC2)ccn1
  .	.	.	-11	3	28	-7	-7
32	CO[C@H]1CN(C)C(=O)c2cc(NS(=O)(=O)c3ccccc3)ccc2OC[C@@H](C)N(Cc2cccnc2)C[C@@H]1C
  -15	-3	0	17	-16	-4	-2	-5
33	CCOc1ccccc1N1CCN(CC(=O)Nc2cc(C)on2)CC1
  .	.	.	14	-3	0	.	-3
34	O=C(CSc1ncnc2c1nnn2-c1ccc(F)cc1)NCc1ccco1
  0	2	4	.	.	.	.	1
35	Cc1ccc(NC(=O)c2ccc(CSc3nnnn3C)cc2)cc1
  3	4	0	.	.	.	.	0
36	Cc1noc(C)c1S(=O)(=O)Nc1ccc2c(c1)CC(=O)N([C@H](C)CO)C[C@@H](C)[C@@H](CN(C)S(=O)(=O)c1cccs1)O2
  7	-3	0	.	-14	-28	-3	0
37	COc1ccc(-c2ccc3n(c2=O)C[C@@H]2[C@@H](CO)[C@H](C(=O)N(C)C)N(CC4CCCC4)[C@H]32)cc1
  26	1	7	17	-3	10	.	23
38	CO[C@H]1CN(C)C(=O)c2ccc(NS(=O)(=O)c3ccccc3C)cc2OC[C@@H](C)N(C)C[C@H]1C
  2	0	0	-2	8	20	7	-2
39	CN(C)c1cccc(Nc2ccc(-c3ccc(OC(F)(F)F)cc3)cn2)c1
  -7	-1	5	1	.	.	.	.
40	Cc1noc(C)c1NC(=O)N(C)C[C@H]1OCCCC[C@@H](C)Oc2ccc(N(C)C)cc2C(=O)N([C@@H](C)CO)C[C@@H]1C
  -26	0	0	-15	17	-3	0	-2

# Given screen by screen: twelve of the compounds above
29	COCC#Cc1cnc2c(c1)C(=O)N([C@@H](C)CO)C[C@@H](C)[C@@H](CN(C)C(=O)Cc1ccncc1)O2
30	COc1cc(C2NC(=O)c3ccccc3O2)ccc1OC(C)C (stereo unspecified)
31	c1cc(CN2CCN(C3CCCCCC3)CC2)ccn1
32	CO[C@H]1CN(C)C(=O)c2cc(NS(=O)(=O)c3ccccc3)ccc2OC[C@@H](C)N(Cc2cccnc2)C[C@@H]1C
33	CCOc1ccccc1N1CCN(CC(=O)Nc2cc(C)on2)CC1
34	O=C(CSc1ncnc2c1nnn2-c1ccc(F)cc1)NCc1ccco1
35	Cc1ccc(NC(=O)c2ccc(CSc3nnnn3C)cc2)cc1
36	Cc1noc(C)c1S(=O)(=O)Nc1ccc2c(c1)CC(=O)N([C@H](C)CO)C[C@@H](C)[C@@H](CN(C)S(=O)(=O)c1cccs1)O2
37	COc1ccc(-c2ccc3n(c2=O)C[C@@H]2[C@@H](CO)[C@H](C(=O)N(C)C)N(CC4CCCC4)[C@H]32)cc1
38	CO[C@H]1CN(C)C(=O)c2ccc(NS(=O)(=O)c3ccccc3C)cc2OC[C@@H](C)N(C)C[C@H]1C
Screen / compound no.,29,30,31,32,33,34,35,36,37,38
C2C12 statin,-6,5,.,-15,.,0,3,7,26,2
Cneo AK release,-1,2,.,-3,.,2,4,-3,1,0
PglD inh,1,2,.,0,.,4,0,0,7,0
PAX8 inh HTS,.,-3,-11,17,14,.,.,.,17,-2
INS-1E GSIS act,16,7,3,-16,-3,.,.,-14,-3,8
LGR2 antag,-8,0,28,-4,0,.,.,-28,10,20
PGC1a acetyl inh,4,18,-7,-2,.,.,.,-3,.,7
ARNT-TACC3 inh,1,17,-7,-5,-3,1,0,0,23,-2

39	CN(C)c1cccc(Nc2ccc(-c3ccc(OC(F)(F)F)cc3)cn2)c1
40	Cc1noc(C)c1NC(=O)N(C)C[C@H]1OCCCC[C@@H](C)Oc2ccc(N(C)C)cc2C(=O)N([C@@H](C)CO)C[C@@H]1C
Screen / compound no.,39,40
C2C12 statin,-7,-26
Cneo AK release,-1,0
PglD inh,5,0
PAX8 inh HTS,1,-15
INS-1E GSIS act,.,17
LGR2 antag,.,-3
PGC1a acetyl inh,.,0
ARNT-TACC3 inh,.,-2

# (continued)
# Order of values – C2C12 statin	Cneo AK release	PglD inh	PAX8 inh HTS	INS-1E GSIS act	LGR2 antag	PGC1a acetyl inh	ARNT-TACC3 inh
41	O=C(CN1CCCCCC1)Nc1c(Cl)cc(Cl)cc1Cl
  -11	0	3	-45	-8	-50	-15	2
42	C[C@H]1CN([C@@H](C)CO)C(=O)c2cc(NC(=O)CCCCCC(=O)Nc3ccccc3N)ccc2O[C@@H]1CN(C)S(=O)(=O)c1cccs1
  .	.	.	14	0	-14	-3	.
43	C/C=C/c1ccc([C@H]2[C@@H](CO)N(S(=O)(=O)c3cccc(F)c3)[C@H]2C#N)cc1
  -31	1	3	0	-8	5	-2	5
44	CC(OC(=O)c1ccc(-c2ccc([N+](=O)[O-])cc2)o1)C(=O)NC(N)=O (stereo unspecified)
  .	-3	-4	-11	-2	-1	-2	-5
45	O=P(COCCO)(c1ccccc1)c1ccccc1
  -8	1	5	.	.	.	-3	0
46	O=C1C=C(c2ccc3ncccc3c2)C[C@@H](c2ccc(Cl)cc2)C1
  8	-3	-1	14	-4	2	-15	-6
47	CC(=O)c1ccccc1C(=O)N1CCCC(CNC(=O)c2ccccc2Cl)C1 (stereo unspecified)
  0	1	-1	-20	10	-6	-1	-4
48	COc1ccc(-n2cc(C(=O)c3ccc4ccccc4c3O)cn2)cc1
  4	0	1	-6	5	-55	3	-4
49	O=C(COn1nnc2ccc(S(=O)(=O)N3CCOCC3)cc21)Nc1c(F)c(F)c(F)c(F)c1F
  11	23	-4	33	-21	-7	.	3
50	COCC(=O)N1CCCCN2[C@H](CO)[C@H](c3ccc(-c4ccc(C)cc4)cc3)[C@H]2C1
  11	0	-2	11	14	8	5	5
51	COCC1CCN(Cc2c(C(=O)N3CCN(C4CCCCC4)CC3)nc3ccccn23)C1 (stereo unspecified)
  4	1	-10	-1	10	-18	.	8
52	Cc1cccc(-c2noc(CNC(=O)c3ccco3)n2)c1
  1	3	-4	-4	-14	12	.	.
53	O=C(C[n+]1cc(Br)cc2ccccc21)c1ccc(Cl)cc1
  20	0	8	15	-11	24	0	4
54	Nc1nc(SCC(=O)NCC2CCCO2)[nH]c(=O)c1NC(=O)c1ccc(F)c(F)c1 (stereo unspecified)
  12	-2	3	1	2	14	10	-8
55	COc1ccc(NC(=O)c2cc(S(=O)(=O)N3CCCC3)cn2C)cc1Cl
  -12	7	-1	8	.	25	7	-3
56	COc1ccc(-c2noc(Cc3ccc(Cl)cc3)n2)cc1OC
  21	1	1	-55	.	-21	-14	.
57	Cc1cc(-n2c(C)cc(C(=O)CSc3nc4ccccc4c(=O)n3Cc3ccco3)c2C)no1
  11	2	-13	.	.	.	-15	-4
58	C[C@@H]1CN([C@@H](C)CO)C(=O)c2cc(N(C)C)ccc2O[C@@H](C)CCCCO[C@H]1CN(C)C(=O)CCC(F)(F)F
  -13	-4	3	2	-7	-11	2	5
59	COc1ccc2nc3cc(Cl)ccc3c(Nc3cc(C(C)C)c(O)cc3C)c2c1
  -74	-15	5	-7	-32	10	.	-17
60	CC(=O)N1[C@H](CO)[C@H](c2ccccc2)[C@H]1CN(CC(C)C)C(=O)c1ccccn1
  19	-5	3	3	4	2	3	-9
61	O=C(Nc1ccc(S(=O)(=O)Nc2ncccn2)cc1)c1ccccc1NS(=O)(=O)c1ccc(F)cc1
  .	.	.	3	14	-2	.	-5
